# Wnt bcat act – Wnt/beta-catenin pathway activators, primary screen, cell-based, plate reader, single point | 300,000 compounds, 1.2% hits | Wnt/beta-catenin reporter cell assay, activator | activation, % at 9.35 µM; in the data active = activation above about 30%, passing the limit was not always enough;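 also: 0% = neutral control wells and 100% = positive control wells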
# MITF TRPM1 HTS – activators of MITF-driven TRPM1 promoter reporter, primary screen, cell-based, SK-MEL-5, luciferase, single point. 300,000 compounds, 0.75% hits. SK-MEL-5 TRPM1-promoter luciferase, 24 h; % of positive control, neutral wells = 0. activation, % at 12.5 µM;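 active = mean activation of at least 80% with every replicate also reaching 80%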;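 also: 0% = neutral control wells and 100% = parthenolide positive control wells; values of inactives mirror those of a sister screen read the other way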
# SR-BI DiI-HDL act – activators of SR-BI mediated DiI-HDL uptake, primary screen, ldlA[mSR-BI] CHO cells, DiI fluorescence | AID 504775, 2011 | activation, % at 12.5 µM | 3 h; 100 = double the neutral-control signal | 320,000 compounds, 0.096% hits;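 active = mean replicate activation of at least 60% and every replicate at or above 60%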;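 also: 0% = median plate neutral-control signal and 100% = twice that signal; values of inactives mirror those of a sister screen read the other way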
#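 Assay system: LDL receptor-deficient CHO ldlA cells overexpressing murine SR-BI / Medium: BSA-supplemented, HEPES-buffered Ham's F12, pH 7.4 / Probe or stimulus: DiI-labelled HDL at 10 µg/mL final / Timing: compound with DiI-HDL co-incubation, 3 h at 37 °C / Technique: bottom-read cell fluorescence after medium removal, ex 550/em 595 nm / Measure: HDL uptake via cellular fluorescence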
# cardiac RTF act – cardiac RTF calcium sensitivity activators, primary screen, biochemical, IANBD-TnC fluorescence, EC20 calcium; Troponin I, cardiac muscle (Homo sapiens) + Troponin T, cardiac muscle (Homo sapiens) + …; IANBD-labeled TnC RTF fluorescence at EC20 calcium; 0% EC20 calcium, 100% full calcium; activation, % at 7.2 µM; AID 493008, 2010; 340,000 compounds, 0.24% hits;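 active = activation above the mean over all tested compounds plus 3 SD, cut at about 30% in these data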;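 also: rise in fluorescence read as greater calcium sensitivity of cardiac thin filaments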
# Rtt109 HAT inh – inhibitors of C. albicans Rtt109/Vps75 HAT, primary screen, biochemical, ThioGlo CoA-SH fluorescence, plate reader; Histone acetyltransferase RTT109 (Candida albicans (strain SC5314 / ATCC MYA-2876)), …; purified Rtt109/Vps75, 4 h; inhibition, % at 34.9 µM; 330,000 compounds, 0.16% hits;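 active = inhibition of at least 50% in every replicate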
# Target sequence (Q5AAJ8 whole entry, looked up): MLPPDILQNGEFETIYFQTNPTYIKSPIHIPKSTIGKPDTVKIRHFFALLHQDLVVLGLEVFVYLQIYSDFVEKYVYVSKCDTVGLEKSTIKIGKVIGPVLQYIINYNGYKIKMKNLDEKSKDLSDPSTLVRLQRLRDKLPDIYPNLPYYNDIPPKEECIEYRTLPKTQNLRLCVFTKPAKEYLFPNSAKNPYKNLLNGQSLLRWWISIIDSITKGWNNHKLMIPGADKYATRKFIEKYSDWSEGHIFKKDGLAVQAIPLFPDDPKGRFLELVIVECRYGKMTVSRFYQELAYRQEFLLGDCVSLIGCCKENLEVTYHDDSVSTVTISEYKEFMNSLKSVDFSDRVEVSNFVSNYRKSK
# SR-BI HDL uptake – inhibitors of SR-BI mediated HDL lipid uptake, primary screen, ldlA[mSR-BI] cells, fluorescence, single point; AID 488896, 2010; inhibition, % at 12.5 µM; Scavenger receptor class B member 1 (Mus musculus), Q61009; 320,000 compounds, 0.96% hits; ldlA[mSR-BI] CHO cells, DiI-HDL uptake fluorescence, 3 h;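 active = mean replicate inhibition of at least 70% and a set share of replicates each scoring 70 or more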;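 also: 0% = median of neutral control wells and 100% = median of positive control wells; values of inactives mirror those of a sister screen read the other way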
# HTR5A ag – HTR5A agonists in luminescence cell assay, primary screen, counter-screen for OPRM1-OPRD1 heterodimer agonist project, full-deck HTS. 5-hydroxytryptamine receptor 5A (Homo sapiens), P47898. cell-based. activation, % at 9.3 µM. 340,000 compounds, 0.61% hits. AID 504692, 2011; in the data active = activation mostly above about 9.5%, no sharp cut-off; inactive = mostly below about 7.6%;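 also: 0% = cells with vehicle only and 100% = reference agonist; strong numbers were not always called active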
# CDK5 inh – inhibitors of human CDK5/p35 kinase, primary screen, biochemical, single concentration; inhibition, % at 10 µM; 330,000 compounds, 0.01% hits; Cyclin-dependent kinase 5 (Homo sapiens) + Cyclin-dependent kinase 5 activator 1 (Homo …; AID 488839, 2010; Recombinant CDK5/p35, ADP-Glo luminescence, 60 min;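 active = highest replicate inhibition of at least 50% and at least 75% of replicates reaching 50%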;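 also: plate controls were DMSO neutral control for no effect and GW8510 at 10 µM for full effect; many of its hits are not listed in these tables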
# Target sequence (Q00535 whole entry, looked up): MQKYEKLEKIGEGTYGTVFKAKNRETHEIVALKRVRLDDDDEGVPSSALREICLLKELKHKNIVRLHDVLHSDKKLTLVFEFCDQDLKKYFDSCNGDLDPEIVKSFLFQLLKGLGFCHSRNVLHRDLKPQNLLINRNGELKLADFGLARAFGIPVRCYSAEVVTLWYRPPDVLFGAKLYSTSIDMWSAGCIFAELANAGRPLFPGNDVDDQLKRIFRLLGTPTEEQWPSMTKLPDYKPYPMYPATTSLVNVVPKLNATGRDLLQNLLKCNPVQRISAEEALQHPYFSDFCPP
# Target sequence (Q15078 whole entry, looked up): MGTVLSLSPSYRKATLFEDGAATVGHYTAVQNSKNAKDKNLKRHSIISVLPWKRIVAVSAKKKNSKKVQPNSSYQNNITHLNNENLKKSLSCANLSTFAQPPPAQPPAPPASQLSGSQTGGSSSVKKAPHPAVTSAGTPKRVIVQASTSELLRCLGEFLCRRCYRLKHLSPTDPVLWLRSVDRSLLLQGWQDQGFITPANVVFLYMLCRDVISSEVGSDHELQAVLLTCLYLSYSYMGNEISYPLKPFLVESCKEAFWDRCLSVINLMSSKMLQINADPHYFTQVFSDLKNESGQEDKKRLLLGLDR
# dFosB activator – activators of delta FosB homodimer, primary screen, biochemical, fluorescence polarization, TAMRA-CDK5 oligo, single point | Protein FosB (Mus musculus), P13346 | purified delta FosB; percent of positive-control signal above neutral wells | activation, % at 25 µM | 340,000 compounds, 0.99% hits | AID 493131, 2011;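 active = mean activation above about 17%, with every replicate also reaching it, limit read from the data, passing the limit was not always enough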;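 also: fluorescence polarization rise as delta FosB binds a TAMRA Cdk5 AP-1 oligo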
# PvdQ acylase – P. aeruginosa PvdQ acylase inhibitors, primary screen, biochemical, fluorescence, plate reader and imaging, single point | PvdQ acylase [Pseudomonas aeruginosa LESB58] | 340,000 compounds, 0.063% hits | inhibition, % at 10 µM | purified PvdQ acylase; in the data active = inhibition above about 30%, passing the limit was not always enough;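 also: 0% = vehicle neutral wells and 100% = reference inhibitor wells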
# * = called active by the depositor; . = not tested or not shown.
SMILES,Wnt bcat act,MITF TRPM1 HTS,SR-BI DiI-HDL act,cardiac RTF act,Rtt109 HAT inh,SR-BI HDL uptake,HTR5A ag,CDK5 inh,dFosB activator,PvdQ acylase
CCCCc1nc2cc(C(=O)NCc3cc(C)n(C)n3)ccc2o1,9,47,-9,-6,25,9,1,-0.3,-8,2
COc1cccc2[nH]c3c(N4CCC(C(N)=O)CC4)ncnc3c12,-1,-6,12,3,-2,-12,1,-2.2,1,-6
Cc1cc(=O)[nH]c(SCC(=O)Nc2nc(-c3ccccc3)cs2)n1,.,0,39,2,-6,-39,-3,-1.6,-11,6
CCOc1cc(C)c(-c2onc(C(F)(F)F)c2-c2csc(C)n2)c(O)c1,-10,-8,15,-3,11,-15,6,-0.2,0,-8
CCC(Oc1ccccc1)C(=O)Nc1nnc(S(=O)(=O)N2CCCCC2)s1 (configuration not stated),-2,6,4,-2,27,-4,5,1.2,-2,10
O=C(CNCCN1CCOCC1)Nc1ccccc1Sc1ccccc1,.,-5,-4,0,0,4,-2,-0.7,-1,-6
COCCN1Cc2cccc(C(=O)Nc3cccc(OC)c3)c2C1=O,.,10,3,0,-5,-3,0,-1.2,-25,5
O=C(CSc1nnnn1C1CCCCC1)NNC(=O)c1ccco1,-3,0,-2,5,13,2,-2,3.7,5,-10
CCC(C)C(NC(=O)C1CCC(C)CC1)C(=O)NCc1ccco1 (configuration not stated),0,4,13,-3,-9,-13,4,-0.3,-6,-5
CSc1ccccc1NC(=O)C1CCCN(S(C)(=O)=O)C1 (configuration not stated),0,.,-1,6,16,1,6,2.5,5,1
C/C(=N\NC(=O)Cn1nnc2ccccc21)c1ccco1,-2,14,-14,5,2,14,1,1.6,-2,4
CCC1(C)Cc2ccccc2/C(=C/C(=O)N2CCCCC2)N1 (configuration not stated),.,6,-9,0,-2,9,-8,-0.6,-1,-6
O=C(CN1CCC(n2nnc3cc(F)ccc32)CC1)N1CCc2ccccc2C1,0,-21,-9,8,0,9,0,-2.8,-7,-15
COc1ccccc1CN1CC(C(=O)NCc2cnn(C)c2)CCC1=O (configuration not stated),-1,1,-15,-3,0,15,2,-3.8,-6,1
CCOc1ccc(NC(=S)N2CCCN(Cc3cccc(Cl)c3)C2)cc1,2,-4,.,5,-2,.,3,1.3,-8,-16
Cc1ccccc1S(=O)(=O)Nc1nc2ccccc2nc1NCCO,.,-12,10,-3,15,-10,-1,-0.4,5,-1
O=C(OC1Cn2c(=O)ccc(=O)n2C1)c1ccc([N+](=O)[O-])cc1,1,13,8,2,-12,-8,5,-3.3,-2,-9
O=S(=O)(c1cc(Cl)ccc1Br)N1CCOCC1,.,4,22,4,3,-22,-3,0.4,-1,-8
CC(C)NC(=O)COC(=O)c1cc(F)c(F)cc1Cl,-4,-1,23,3,-7,-23,8,-0.8,0,-1
CC(C)(C)C(=O)Nc1ccc(C(=O)COC(=O)C2=COCCO2)cc1,5,4,11,8,-5,-11,1,0.1,-3,-1
CC(C)c1ccc(NC(=O)COc2ccccn2)cc1,0,78,9,-4,.,-9,-1,1.5,0,8
CCCc1nc2ccccc2c(=O)n1NC(=O)c1c(O)c2ccccc2n(C)c1=O,1,-11,-2,-2,3,2,-2,0.8,-8,-3
COCCCN(C(=O)c1ccco1)c1nc(-c2ccc(OC)cc2)cs1,2,12,-111,3,-3,111*,5,-3.2,-9,-17
Cc1ccc(S(=O)(=O)N2CCC[C@H]2C(=O)OCC(=O)N2c3ccccc3NC(=O)C2(C)C)cc1,0,-8,-10,-4,-3,10,7,-1.4,-8,-13
CCOC(=O)c1ccc(NC(=O)CSc2nnc(CNc3ccc(C)cc3)n2C)cc1,13,4,-55,-2,2,55,-1,0.8,-6,-14
CC1(C)CC(=O)C2=C(C1)OC(c1cccs1)C(C#N)=C2N (configuration not stated),-3,-7,.,4,1,.,-2,2.8,7,0
COc1ccc(NC(=O)c2oc3ccccc3c2NC(=O)C2CC2)cc1OC,1,18,-40,-2,-5,40,1,0.6,-13,-7
CC(C)c1nc2c(c(=O)n(C)c(=O)n2C)n1C,1,1,27,5,8,-27,4,-0.8,-16,-8
Cc1ccc(S(=O)(=O)N2CCN(c3nn(C)c(=O)n(C)c3=O)CC2)cc1C,-5,-1,-4,-1,11,4,0,0.8,-5,5
COc1ccc(NC(=O)c2c(C(F)(F)F)nn(C)c2SCc2ccccc2)cc1,.,.,-20,2,0,20,3,-2.2,-1,15
Cc1[nH]c2ccccc2c1/C=N/NC(=O)C1CC1(c1ccccc1)c1ccccc1 (configuration not stated),.,-36,-1,5,-2,1,4,-0.2,-3,-19
O=C(COC(=O)CCc1nc2ccccc2c(=O)[nH]1)Nc1ccc(N2CCOCC2)cc1,-1,4,14,-2,7,-14,0,0.3,4,-19
O=C(NCc1ccco1)N1c2ccccc2Sc2ccccc21,0,-14,-20,6,-2,20,-5,0.1,0,-2
COC(=O)C1=C(C)NC(C)=C(C(=O)OC)C1c1ccccn1,2,-7,4,3,0,-4,-4,-1.6,-3,-3
Cc1nn(-c2ccccc2)c(N2CCCCC2)c1/C=N/O,-3,-5,7,-3,-8,-7,-1,2.4,-5,3
N#Cc1c(-c2ccccc2)nc(SCC(=O)Nc2ccccc2F)[nH]c1=O,1,2,0,2,1,0,1,-1.5,2,-15

# Gathered by group, the entries above with a cyano group (2)
SMILES,Wnt bcat act,MITF TRPM1 HTS,SR-BI DiI-HDL act,cardiac RTF act,Rtt109 HAT inh,SR-BI HDL uptake,HTR5A ag,CDK5 inh,dFosB activator,PvdQ acylase
CC1(C)CC(=O)C2=C(C1)OC(c1cccs1)C(C#N)=C2N (configuration not stated),-3,-7,.,4,1,.,-2,2.8,7,0
N#Cc1c(-c2ccccc2)nc(SCC(=O)Nc2ccccc2F)[nH]c1=O,1,2,0,2,1,0,1,-1.5,2,-15

# The listing continues:
SMILES,Wnt bcat act,MITF TRPM1 HTS,SR-BI DiI-HDL act,cardiac RTF act,Rtt109 HAT inh,SR-BI HDL uptake,HTR5A ag,CDK5 inh,dFosB activator,PvdQ acylase
O=C1NC(CCc2ccccc2)C(=O)N1CCOc1ccccc1 (configuration not stated),-1,-6,13,6,-6,-13,-2,-0.9,-5,-6
Cc1ccc(/C=C(\C#N)C(=O)N2CCCC2)c(C)c1,2,6,3,3,-11,-3,5,-0.9,5,6
COc1ccc(Cc2nc(-c3ccc(-n4cccc4)cc3)no2)cc1,-1,13,6,4,-3,-6,2,0.9,-5,-4
Cc1ccc(N/C=C/C(=O)C(C)(C)C)c(O)c1,.,-2,27,-1,31,-27,-2,-0.3,-5,5
CSCCCNC(=O)c1ccc(OC2CCN(C(=O)c3cccnc3)CC2)cc1,0,-8,-3,4,-3,3,2,-1.4,2,-3
CC(C)(C)NS(=O)(=O)c1ccc(CCC(=O)O)cc1,.,6,19,-3,2,-19,-10,-1.2,-6,-6
CC(Oc1ccc(C(C)(C)C)cc1)C(=O)NCC(c1ccco1)N1CCCC1 (configuration not stated),-3,7,10,-6,8,-10,5,-1.0,-4,1
COc1cccc(N(C(=O)c2sc(C)nc2C)C(C(=O)NCC2CCCO2)c2ccccc2)c1 (configuration not stated),0,9,4,-4,-7,-4,6,-0.1,-5,-9
CCn1c(SCc2ccc(C(=O)O)cc2)nnc1-c1ccc(Cl)cc1,-1,.,15,3,5,-15,-3,-0.7,-4,-10
CC(=O)Nc1ccc(S(=O)(=O)N2CCC(NC(=O)C(Cc3cccc(F)c3)NC(C)=O)CC2)cc1 (configuration not stated),0,10,.,-1,-12,.,2,0.4,-12,-12
CNC(=O)C1CCC(=O)N1Cc1ccccc1Cl (configuration not stated),.,7,18,-4,5,-18,0,-1.5,-7,-5
CCOc1ccc(NC(=O)C(=O)NCc2ccncc2)cc1,0,-6,8,10,-9,-8,-3,-1.1,-2,-10
CCOc1ccc(C(=O)OC(C)CN2CCN(C)CC2)cc1 (configuration not stated),0,7,13,-1,2,-13,-2,-0.5,-8,-4
CCN(CC)C(=O)CSc1nnc(CCN)o1,.,-2,41,-2,-17,-41,-1,0.4,-5,4
CN(C)CCCNS(=O)(=O)c1ccc(N2CCN(Cc3ccc4c(c3)OCO4)CC2)c([N+](=O)[O-])c1,-4,3,7,-3,6,-7,6,-0.1,-10,13
CCOC(=O)C1CCN(S(=O)(=O)c2ccc3c4c2CC(=O)N4CC(C)S3)CC1 (configuration not stated),-5,3,11,-2,4,-11,3,-1.3,-9,-2
CC(C)C(NC(=O)OCc1ccccc1)C(=O)NC1CCCCC1 (configuration not stated),-3,8,11,-2,3,-11,0,.,3,13
COc1ccc2oc(=O)c(C(=O)N3CCN(C(=O)c4ccccc4)CC3)cc2c1,-1,1,.,-2,-78,.,-3,-2.5,3,-7
CCOc1ccc(S(=O)(=O)N2CCC(C(=O)NCc3ccco3)CC2)cc1C,5,-10,.,-2,4,.,-1,-0.3,4,-6
CCOc1nnc(C)c2c(C)n(-c3ccc(Cl)cc3)nc12,.,-7,-5,5,-10,5,-1,1.3,-3,-6
CCc1cccc2c(C#N)cn(CCOc3ccccc3OC)c12,-7,.,-52,6,0,52,5,0.4,5,-7
CCCNc1nc(Cl)nc(NC(C)(C)C)n1,-1,-6,14,-2,-1,-14,-1,0.2,-2,-9
CCN=C1NN=C(c2ccc(C)cc2)CS1,-9,-18,-19,-17,3,19,0,-2.6,-10,10
CC(=O)N=c1ncn(CC(COC(C)=O)OC(C)=O)c2nc[nH]c12 (configuration not stated),.,.,7,5,.,-7,-2,1.0,1,-27
CC(=O)c1ccc(S(=O)(=O)Nc2ccc(-c3cn4c(n3)SCC4)cc2)cc1,-2,-12,19,0,-8,-19,-3,0.2,3,5
CSc1nc(N)n2nc(-c3ccccc3)cc2n1,16,.,-8,.,-20,8,.,3.1,-21,-6
CCOC(=O)c1ccccc1NC(=O)CN1CCC(n2nnc3cc(C(F)(F)F)ccc32)CC1,-2,-13,-34,0,-5,34,4,-4.1,-2,-4
COc1ccc([C@H]2CC(=O)C=C(c3ccc(CNC(=O)OC(C)(C)C)cc3)C2)cc1,-4,-5,-36,4,4,36,2,0.9,-2,6
O=C(c1ccoc1)N1CCCC(N2CCN(c3cccc(Cl)c3)CC2)C1 (configuration not stated),3,19,0,0,15,0,3,-0.1,0,-6
